# Screening results: PubChem BioAssay, several laboratories
# IEC-6 tox – IEC-6 cytotoxicity, counter-screen for KLF5 inhibitors; luminescence viability; 0.78% of 290,000 active; AID 1825; inhibition, % at 5 µM; in the data active = inhibition above about 22%;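 also: 0% = plate median of test compound wells and 100% = cytotoxic reference compound wells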
# Platelet DG rel – modulates dense granule release in human platelets | human platelet-rich plasma, SFLLRN dense granule ATP release, luminescence | AID 1663 | 0.22% of 300,000 active | inhibition, %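 (compounds screened at 7.5 µM in platelet-rich plasma)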;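 active = mean replicate score, as percent of positive control, at or above 50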
# AI-2 QS mod – modulates the Vibrio harveyi AI-2 quorum sensing system. Vibrio harveyi JMH597 AI-2 luminescence/OD600 ratio, 9 h; active compounds read low; strain lacks LuxN and CqsS sensors; 0 = neutral-control median. activity change, % at 7.5 µM. 0.4% of 300,000 active. AID 2094; in the data active = activity change below about -75%, passing the limit was not always enough;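 also: luminescence divided by OD600 gain over 9 h not by final OD600 alone; inactives centre near 13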
# HSF1 inh – HSF1 inhibition; activity change, negative = inhibition, % at 7.5 µM (by protocol); 0.77% of 300,000 active; NIH3T3-HGL HSE-luciferase, MG132-induced, luminescence 8 h; active compounds read low;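 active = more than half of replicate wells show activity change below -50%, luminescence cut by over half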;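 also: luciferase reports HSF-1 transcriptional activity via heat shock element; 0% = median of DMSO wells and -100% = zero luminescence signal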
# HSP90 refold inh – inhibitors of HSP90 luciferase refolding in rabbit reticulocyte lysate. luciferase refolding luminescence, 3 h. inhibition, % at 5.6 µM. 0.91% of 290,000 active;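 active = inhibition above the screen-wide mean plus 3 SD, computed separately per campaign, cut at about 16% in these data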;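 also: 0% = DMSO wells and 100% = 60 µM geldanamycin wells; inhibitors lower the luminescence because luciferase stays unfolded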
# aSyn UTR inh – 5' untranslated region of α-synuclein, MLPCN primary screen. alpha-synuclein 5'UTR reporter, inhibitor activity. inhibition, % (tested at 7.5 µM). 0.82% of 300,000 active. AID 1813; in the data active = inhibition above about 60%;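 also: H4 neuroglioblastoma cells stably carrying SNCA 5'UTR luciferase fusion; 0% = DMSO wells and 100% = positive control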
# KLF5 inhibitor – inhibitors of KLF5 expression | DLD-1 KLF5 promoter-luciferase reporter, luminescence | inhibition, % at 5 µM | 0.23% of 290,000 active;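 active = inhibition above a per-plate limit of that plate's mean compound inhibition plus 3 SD, cut at about 60% in these data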;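 also: 0% = DMSO wells and 100% = LY294002 at 200 µM; higher means less KLF5 promoter-driven luciferase light; inactives centre near -14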
# HSF1 activator – increases HSF-1 driven luciferase reporter signal | 1.7% of 300,000 active | activation, % at 9 µM | AID 504408 | NIH3T3-HGL HSF-1 luciferase reporter, MG132, 8 h; 100% = twice DMSO control signal;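 active = mean replicate activation of at least 50% with a set share of replicates each reaching 50%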;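 also: 0% = median of the neutral control wells and 100% = twice that signal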
# HIF act – HIF pathway transcriptional activation | U2OS HRE-luciferase reporter, luminescence; normalized: DMSO 0%, desferrioxamine 100% | activation, % at 7.5 µM (by protocol) | 0.32% of 300,000 active | AID 1910;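 active = mean activation of at least 10% of the iron chelator positive control signal, with at least half of replicates also reaching 10%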
# HDAC3 inh – inhibitors of human histone deacetylase 3 | recombinant HDAC3, fluorogenic peptide/trypsin coupled, fluorescence | O15379 | 0.15% of 320,000 active | inhibition, % at 8.3 µM; in the data active = inhibition above about 26%, passing the limit was not always enough
# Target sequence (O15379 whole entry, looked up): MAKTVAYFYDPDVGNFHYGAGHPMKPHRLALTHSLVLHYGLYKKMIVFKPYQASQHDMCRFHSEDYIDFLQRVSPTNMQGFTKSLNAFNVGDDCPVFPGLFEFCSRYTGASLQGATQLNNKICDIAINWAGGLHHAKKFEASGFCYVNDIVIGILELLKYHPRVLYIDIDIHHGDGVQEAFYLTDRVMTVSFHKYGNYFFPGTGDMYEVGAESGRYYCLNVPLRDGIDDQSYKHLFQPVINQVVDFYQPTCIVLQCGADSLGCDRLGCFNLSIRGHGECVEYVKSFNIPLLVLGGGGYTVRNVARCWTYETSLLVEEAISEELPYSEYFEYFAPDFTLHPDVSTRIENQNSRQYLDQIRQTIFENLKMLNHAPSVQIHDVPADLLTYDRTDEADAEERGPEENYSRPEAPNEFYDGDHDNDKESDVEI
# * = called active by the depositor; . = no result given; & = joins results of further samples.
SMILES,IEC-6 tox,Platelet DG rel,AI-2 QS mod,HSF1 inh,HSP90 refold inh,aSyn UTR inh,KLF5 inhibitor,HSF1 activator,HIF act,HDAC3 inh
CCOc1ccc(NC(=O)CN2CCc3ccccc3C2)cc1,5.3,-3.8,-10.6,-1.9,3.4,2.7,-8.7,17.2,1.2,2.8
CS/C(=N\S(=O)(=O)c1cccs1)Nc1ccc(Cl)cc1,-2.0,2.0,7.6,1.9,-7.0,7.7,-20.4,9.3,-1.2,-1.0
O=C(NCc1ccc(Cl)cc1)c1ccccc1Oc1ccccc1,-4.5,-0.7,4.0,-2.7,-1.7,15.4,-9.0,-22.0,0.1,11.2
O=C(CSc1nc2ccc(Cl)cc2[nH]1)c1c[nH]c2ccccc12,2.5,3.1,-21.8,17.1,2.2,-18.6,8.4,10.6,1.1,-1.1
CSc1nc(C)cc(Oc2ccc(OCCOc3ccccc3)nn2)n1,-0.8,-0.9,3.7,-1.8,-0.4,5.6,-7.1,3.6,0.1,-6.5
Cc1cccc(Nc2nc(N)c([N+](=O)[O-])c(N3CC(C)CC(C)C3)n2)c1 (stereo not drawn),3.1,1.3,29.1,14.3,0.8,27.5,2.2,34.9,-35.3,-7.3
COc1cc(C(=O)Nc2nc(-c3ccc(F)cc3)cs2)ccc1OCC(=O)N1CCOCC1,1.2,-6.7,20.5,5.0,-2.3,-24.0,-16.4,29.0,-0.4,6.3
CCC(C)c1ccccc1N1CC(C(=O)Nc2ccccc2N2CCCC2)CC1=O (stereo not drawn),-9.4,18.8,16.1,3.1,-1.8,1.5,-14.4,2.5,-0.3,1.8
O=C(CSc1ncn[nH]1)Nc1ccc(Cl)c(S(=O)(=O)N2CCOCC2)c1,-2.1,-0.7,19.1,-2.9,0.4,6.5,-7.8,-10.5,-0.5,1.2
COc1ccc(N2CCN(CC(O)COC(c3ccccc3)c3ccccc3)CC2)cc1 (stereo not drawn),-1.2,0.5,22.2,-0.1,-0.1,-15.5,-36.7,5.7,0.6,10.0
CCOc1ccccc1NC(=O)CN1CCc2ccccc2C1,-0.2,0.9,-7.5,2.0,3.0,11.4,6.9,8.4,1.1,1.5
CCN(CC)S(=O)(=O)c1cccc(-c2nnc(-c3ccc(C)cc3)o2)c1,-6.2,0.7,36.9,-9.9,3.0,-41.3,2.9,-14.2,0.4,3.0
O=C(Nc1cccc2ccccc12)C1CCN(C(=O)Cc2ccccc2)CC1,7.1,3.5,-0.1,-0.7,-1.1,19.8,-4.5,-2.1,-0.4,2.1
CN(C)CCCN(C(=O)c1ccc(S(=O)(=O)N2CCOCC2)cc1)c1nc2ccc(F)cc2s1,1.2,-3.3,22.2,5.5,-0.1,-20.9,-15.2,-2.9,-17.2,-5.3
COc1ccc(-c2nc3n(n2)C(c2ccccc2Cl)C(C(N)=O)=C(C)N3)cc1 (stereo not drawn),-5.1,18.6,3.3,0.1,-1.1,5.6,-47.4,-1.4,-0.1,4.2
CCCNC(=O)N(CCOC)CC1CCCN(C2Cc3ccccc3C2)C1 (stereo not drawn),1.8,-6.8,5.5,0.2,-1.0,-5.6,-37.8,-7.4,-0.8,3.2
CC1(C)NC(=O)N(CCOCCOc2c(Cl)cc(Cl)cc2Cl)C1=O,1.1,1.9,9.6,2.5,-5.5,19.2,-12.3,5.0,-0.5,1.7
COP(=O)(OC)C(Nc1ccc(C)cc1)c1ccc([N+](=O)[O-])cc1 (stereo not drawn),1.6,1.3,34.6,-4.2,7.5,-158.8,-93.9,-7.6,1.7,10.2
COc1ccc(NC(C)=O)cc1NC(=O)CSc1nnc(-c2ccc(F)cc2)n1N,1.1,10.9,21.2,2.1,-9.8,-6.2,-18.9,9.9,0.0,-9.1
CCn1c2ccccc2c2cc(NC(=O)c3ccc(C)c([N+](=O)[O-])c3)ccc21,6.5,-1.3,21.4,2.1,-0.4,-15.8,9.2,20.1,0.8,5.7
CCOC(=O)C1=C(c2ccccc2)N=c2s/c(=C\c3cc(OC)c(OC)c(OC)c3)c(=O)n2C1c1cccs1 (stereo not drawn),-6.2,-3.5,35.6,-7.4,0.4,27.3,17.6,2.6,0.1,-1.8
NS(=O)(=O)c1ccc(NC(=O)CSc2nc(Nc3ccccc3)nc(N3CCOCC3)n2)cc1,-4.5,12.0,16.3,0.0,-5.8,29.1,-21.0,16.0,0.1,6.3
CCN(CC)CCN1C(=O)Cn2c(C)c(C)c3cccc1c32,5.1&-2.4,-3.9&-0.8,-4.0&21.2,-7.4&-6.6,-0.2&2.0,0.0&-4.9,-6.6&-46.2,20.9&4.1,-0.3&-0.3,5.8&-2.6
COC(=O)c1cc(CNC(=O)c2cccc(Cl)c2Cl)ccc1OC,7.3,2.0,9.5,-2.9,-1.3,-10.8,-5.5,-6.6,0.2,.

# One compound at a time, from the list above. Order of values: IEC-6 tox, Platelet DG rel, AI-2 QS mod, HSF1 inh, HSP90 refold inh, aSyn UTR inh, KLF5 inhibitor, HSF1 activator, HIF act, HDAC3 inh
# Entry for CS/C(=N\S(=O)(=O)c1cccs1)Nc1ccc(Cl)cc1 → -2.0, 2.0, 7.6, 1.9, -7.0, 7.7, -20.4, 9.3, -1.2, -1.0
# Entry for COc1ccc(N2CCN(CC(O)COC(c3ccccc3)c3ccccc3)CC2)cc1 (stereo not drawn) → -1.2, 0.5, 22.2, -0.1, -0.1, -15.5, -36.7, 5.7, 0.6, 10.0
# Entry for CC1(C)NC(=O)N(CCOCCOc2c(Cl)cc(Cl)cc2Cl)C1=O → 1.1, 1.9, 9.6, 2.5, -5.5, 19.2, -12.3, 5.0, -0.5, 1.7

# (further entries)
SMILES,IEC-6 tox,Platelet DG rel,AI-2 QS mod,HSF1 inh,HSP90 refold inh,aSyn UTR inh,KLF5 inhibitor,HSF1 activator,HIF act,HDAC3 inh
Fc1ccccc1Nc1nc2ccccc2n2nnnc12,10.5,2.9,5.4,4.7,0.7,-146.1,-79.7,16.5,3.4,-1.8
COc1nc(N)nc(N)c1NS(=O)(=O)c1ccc(C)cc1,1.6,2.0,5.7,-1.1,-1.0,-4.1,-13.9,-26.0,0.1,-0.5
CCNC(=S)Nc1ccc(Cl)cc1Cl,-5.6,5.6,4.9,-1.1,1.2,-6.7,-14.7,-24.9,0.1,2.0
Cc1ccc(C(=O)CSc2ncnc3sc4c(c23)CCCC4)cc1,-9.2,-8.6,4.3,9.7,-3.9,3.3,-34.4,17.0,0.3,-3.9
Nc1ccc(-c2nnn(CC(=O)N3CCCCC3)n2)cc1,1.9,-11.9,11.2,6.1,8.4,-0.1,46.5,-1.3,0.6,0.9
CCn1c(=O)c2c(nc3n2CCS3)n(C)c1=O,-1.2,-0.8,6.3,-4.4,-0.4,8.1,-8.0,-12.7,-0.4,-3.0
CCCn1cc(S(=O)(=O)c2ccc(Cl)cc2)c(=O)c2cc(OC)ccc21,1.7,4.6,27.7,-4.2,-3.4,-18.3,-6.5,-5.3,0.6,0.3
COc1ccc(C)cc1-n1nnnc1SCC(=O)Nc1cccnc1Cl,7.1,-10.6,33.3,-6.8,3.9,-5.1,-8.0,-17.5,-0.4,5.6
Cc1cccc(C(=O)N[C@@H]2c3ccccc3C[C@@H]2O)n1,.,-5.0,15.3,-5.7,.,11.6,.,-20.5,0.3,-6.5
O=c1c2ccccc2cnn1-c1ccc(Cl)cc1,2.7,6.4,27.8,18.4,2.2,-54.9,-131.0,32.2,1.5,.
Cc1nc2c(s1)sc1ccccc12,-2.1,.,11.5,2.5,2.6,-76.1,1.4,-12.1,1.5,-0.2
COc1ccccc1NC(=O)C(=O)NCC(c1ccco1)N1CCc2ccccc2C1 (stereo not drawn),.,1.7,14.8,0.5,.,-6.6,.,1.8,0.7,5.0
O=C(CSCc1ccccc1)Nc1cccc(F)c1,3.9,-1.0,-4.8,.,0.8,-127.5,-37.0,.,.,.
O=C1CCC([N+](=O)[O-])C(c2ccc(F)c(Br)c2)N1 (stereo not drawn),-2.6,-7.8,4.3,-4.9,-3.6,7.1,-8.4,-19.4,1.0,-1.7
NCc1ccc2[nH]c(=O)[nH]c2c1,-0.4,0.5,-1.1,-3.7,-1.3,12.7,-8.7,0.9,-0.2,-6.3
O=c1c2[nH]c3ccc(Br)cc3c2ncn1Cc1ccncc1,4.0,5.0,7.9,.,1.2,-13.9,-11.1,.,.,-4.8
COc1ccc(CNc2nc3ccccc3n2C(C)C)cc1,-4.0,-9.0,24.5,-0.1,4.2,1.1,-15.6,9.3,0.8,1.2
CCn1c(-c2ccccc2)c(C(=O)O)c2ccccc21,-2.7,-1.9,12.9,1.5,-1.4,-8.8,-52.2,21.0,0.3,-4.4
CN(Cc1ccco1)S(=O)(=O)c1nnc(NC(=O)c2ccc(F)cc2)s1,2.0,-5.4,6.2,7.4,-4.8,-41.9,-34.3,21.8,1.0,-5.5
O=S(=O)(c1ccc(NC(=S)N/N=C/c2c3ccccc3cc3ccccc23)cc1)N1CCOCC1,-0.9,0.1,28.2,6.5,1.3,18.7,-31.7,26.6,-0.2,4.7
COc1ccc(/C=C/C(=O)NC(=S)Nc2ccc(S(N)(=O)=O)cc2)cc1OC,1.9,5.4,7.1,-4.7,4.7,-2.5,15.7,6.0,1.0,-2.8
CCN(CC)C(=O)CSc1nnc(-n2nc(C)cc2C)c2ccccc12,-4.1,4.9,43.1,-1.5,0.8,25.2,-1.2,1.8,-0.3,7.7
CN(C)CCCN1CC(C(=O)O)CC1=O (stereo not drawn),-4.8,8.6,13.2,-6.3,0.9,7.2,-13.4,-12.7,-0.4,-6.5
COc1cccc(/C=N/NC(=O)Cn2cnc3c2c(=O)n(C)c(=O)n3C)c1,-0.8,-2.6,3.5,-0.5,0.8,19.2,0.5,8.6,0.0,-1.1
CCCC(=O)c1ccc(N2CCCCCC2)c(F)c1,-2.1,4.2,15.9,21.3,-2.9,-137.5,-8.5,7.3,3.7,.
CCn1cc(C(=O)Nc2ccc(NC(=O)c3ccco3)cc2)c(=O)c2ccc(C)nc21,-0.9,21.1,10.1,-4.1,-1.2,3.0,-26.3,-1.8,-2.1,-5.4
CCOc1cc(/C=C/C(=O)O)ccc1OCCOc1ccccc1,0.4,2.9,19.1,2.6,5.0,3.2,11.0,17.6,0.5,5.0
CCC(C)N1CC(=O)N2C(c3ccc(OC)cc3OC)c3[nH]c4ccccc4c3C[C@H]2C1=O (stereo partly drawn),0.3,-1.6,4.3,-0.7,-0.8,3.3,-3.2,-5.2,-0.5,0.0
CCOCCCNC(=S)N1CCCN(c2nc3cc(C)c(C)cc3cc2C#N)CC1,5.6,1.0,19.9,1.3,2.1,-12.6,-49.5,11.9,0.4,-4.8
Cc1cccc2c1N(CCOc1ccc(C(C)(C)C)cc1)C(=O)C2=O,-5.0,-1.5,10.5,0.3,1.6,-15.0,-3.3,3.8,-0.1,3.7
CSc1nc(O)c(/C=C2\C=Nc3ccccc32)[nH]1,10.3,48.4,3.8,10.5,-1.9,-221.3,-35.7,27.7,1.4,3.3
CCCCN1C(=O)/C(=C/C=C2/CC(C)(C)CN2C)SC1=S,-3.8,2.0,19.2,11.9,-5.4,-133.8,-14.8,14.9,2.3,13.7
CCOC(=O)N1CCN(C(=O)CCS(=O)(=O)c2ccc3c(c2)CCN3C(=O)CC)CC1,6.0,-1.4,-1.7,-0.7,-2.4,-7.1,-23.3,-13.4,-0.4,-4.2
C=CCN1C(=O)C2(OCCCO2)c2cccc(Cl)c21,-1.7,-2.3,5.5,0.0,-5.8,-2.3,-3.0,11.4,0.1,-1.9
